# High-throughput results from PubChem BioAssay.
# p53ts 39C tox: kills p53ts cells at the nonpermissive temperature; H1299-p53A138V viability at 39C, ATP luminescence, 24 h; Potency, µM (titrated, usually from 46.1 µM), for inactives: top-dose activity change, negative = cell killing, usual class: cytotoxic; 130,000 tested, 1.5% active; AID 902; note: nearly all actives have a fitted effect of over 55% in size
# p53ts 32C tox: kills p53ts cells at the permissive temperature. AID 924. H1299-p53A138V at 32C, ATP luminescence viability, 24 h. Potency, µM (top dose mostly 46.1 µM), for inactives: at the top dose activity change, negative = cytotoxicity, actives largely listed as cytotoxic. 130,000 tested, 0.93% active;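 note: 0% = DMSO and -100% = full killing by reference compound; nearly all actives have a fitted effect of over 55% in size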
#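 H1299-p53 A138V cells (temperature-sensitive p53) exposed 24 h to up to 46 uM compound at 32C, where p53 is wild-type in conformation. Viability read as ATP luminescence and normalised to DMSO and 100 uM tamoxifen. AC50 fitted with the Hill equation.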
# IkB signaling: IkB pathway inhibition in ABC-DLBCL cells | AID 445 | 110,000 tested, 0.04% active | ABC-DLBCL IkBa-CBG/CBR dual luciferase ratio, 4 h; response scale: scaled: untreated 0%, proteasome inhibitor 100% | Potency, µM (doses to about 57.1 µM), without a hit: at the highest dose IkBa stabilization activation; active = well fitted curve in the direction sought with a large enough effect in the signal ratio, not every such curve was filed as active; inconclusive = small, poorly fitted or top-dose-only effect, or a change in a side signal; the % refers to the signal ratio;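 note: the direction sought is a rising ratio; 0% = basal untreated cells and 100% = reference inhibitor full response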
#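 In this assay, an IκBα–CBG68 fusion accumulates when IKK-driven degradation is blocked; native CBR normalizes for cell number. OCI-Ly3 cells were treated 4 h with compound and doxycycline, then green and red light read after Chroma-Glo addition.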
# Imprint erasure: inducers of genomic imprint erasure in mouse ES cells. mouse ES Peg3-LacZ reporter, beta-gal luminescence, 40 h. Potency, µM (series often up to 60.7 µM), inactives show top-dose activity change, positive = activation, most hits filed as activators. 110,000 tested, 0.02% active. AID 1948;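 note: 0% = negative control wells on the plate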
#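 Gelatin-coated wells received 300 freshly trypsinized female ES cells with a Peg3LacZ-Neo reporter on the maternal allele, then incubated 40 hours at 37C. BetaGlo was added for 5 minutes at room temperature before a single luminescence read.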
# * = called active by the depositor; ? = inconclusive; . = not tested or not shown; [ ] = remark or other dose. Unless noted, calls come from the whole dose curve; as a rule, active = well fitted curve in the direction sought with a large enough effect; inconclusive = small, poorly fitted or top-dose-only effect, or another doubt; inactive = no such curve, though single readings can be large; an effect the other way counts as inactive or inconclusive. Unless noted, % is set by controls: 0 for no effect and ±100 for the full control effect; potency is the fitted concentration of half-maximal effect.
structure,Imprint erasure,p53ts 32C tox,p53ts 39C tox,IkB signaling
CCOC(=O)c1ccc(NC(=O)CCc2nc(-c3ccccc3Cl)no2)cc1,-26%,68%[activator],35%[activator],?
CCN(CC)S(=O)(=O)c1ccc2c(c1)c(=O)c(C(=O)NCc1ccc(Cl)cc1)cn2C,-19%[10.9 µM],6%,-5%,1.2%
Cc1nn(-c2ccccc2)c(C)c1CCC(=O)O,-4%,-1%,8%,10%
Cc1cccc2c(=O)cc(CSc3ccccc3NC(=O)C(C)(C)C)[nH]c12,-3%[10.9 µM],6%,-10%,-2.1%
COc1ccc(-c2nc(C#N)c(N3CCOCC3)o2)cc1OC,-6%,-5%,-6%,0.3%
Cc1ccccc1C(=O)Nc1cccc(C(=O)OCc2cc(=O)n3ccsc3n2)c1,-13%[10.9 µM],-8%,-5%,-1.9%
CC(=O)Nc1sc(NC(=O)c2ccccc2)nc1-c1cccs1,29%,7%,-2%,5.2%
Cc1ccc(CNC(=O)C(C)n2c(=O)cc(-c3ccccc3)c3c(C)nn(C)c32)cc1 (stereo unspecified),-15%[10.9 µM],16%,-7%,?
C[C@H](C[C@H](N)C(=O)O)C(=O)O,-3%,0%,2%,0.1%
CCOc1ccc(NC(=O)N2CCC(n3c(C)nc4cccnc43)CC2)cc1,-9%[10.9 µM],-3%,1%,-0.8%
CCOc1ccccc1NC(=O)CN(C)S(=O)(=O)c1ccc(C(=O)N2CCOCC2)s1,11%[10.9 µM],-3%,5%,-0.5%
CCN1C=C(Cc2cccs2)C2=C(C1)C(c1cccs1)C(C#N)=C(N)O2 (stereo unspecified),-16%,-11%,-4%,?
Cc1ccc(N2CCN(c3ccc(C)cc3)C(CC(=O)O)C2=O)cc1 (stereo unspecified),-8%,-13%,5%,3.9%
CCC(=O)Nc1sc(C(=O)OC)c(C)c1C(=O)OC,-10%,-4%,-12%,0.7%
Fc1cc(F)c2nc(N3CCOCC3)sc2c1,-60%[inhibitor],-13%,-6%,1.2%
CCC1=C(OC(=O)N(CC)CC)N2C(=O)OC(=NCC(=O)OC)[C@]2(C)[C@H]2C1=CC[C@H]1C(=O)N(CC(=O)OC)C(=O)[C@H]12,-6%,1%,-5%,.
CCN1C(=O)N(c2ccc(C(C)=O)cc2)S(=O)(=O)c2ccccc21,-13%[10.9 µM],-4%,-16%,0.1%
Cc1ccc(CNS(=O)(=O)c2ccc(-c3cnc(C4CC4)o3)cc2)cc1,-10%[10.9 µM],0%,?,-0.1%
CCN(Cc1ccccc1)C(=O)CCS(=O)(=O)c1cc(Br)cc2c1N(C(=O)C1CC1)CC2,-2%[10.9 µM],8%,11%,?
O=C(Cc1ccccc1)Nc1cccc(-c2nc3ncccc3o2)c1,1%,-24%,15%,-0.1%

# Some entries already given with just p53ts 39C tox, p53ts 32C tox and IkB signaling:
smiles | p53ts 39C tox | p53ts 32C tox | IkB signaling
Cc1ccc(CNS(=O)(=O)c2ccc(-c3cnc(C4CC4)o3)cc2)cc1 | ? | 0% | -0.1%
CCN(Cc1ccccc1)C(=O)CCS(=O)(=O)c1cc(Br)cc2c1N(C(=O)C1CC1)CC2 | 11% | 8% | ?
O=C(Cc1ccccc1)Nc1cccc(-c2nc3ncccc3o2)c1 | 15% | -24% | -0.1%

# Additional compounds:
structure,Imprint erasure,p53ts 32C tox,p53ts 39C tox,IkB signaling
Cc1ccc(NC(=O)CCC(=O)O)cc1F,4%,-2%,4%,4.5%
CCc1nn(CC(=O)NCc2cccc(OC)c2OC)c(=O)c2cc3occc3n12,-6%[10.9 µM],7%,-3%,0.9%
COc1ccc(OC)c(N(CC(=O)N2CCCC2)S(=O)(=O)c2ccc(OC)c(OC)c2)c1,-4%,1%,5%,0.6%
N#Cc1cccc(C(c2nnnn2Cc2ccccc2)N2CCCC2)c1 (stereo unspecified),-13%,13%,-8%,0.4%
Cc1ccc(Nc2c(-c3ccc(Br)o3)nc3ccccn23)cc1,-11%[10.9 µM],3%,-26%,?
CC1Cc2nc(SCC(=O)Nc3ccc4c(c3)OCO4)n(-c3ccc(F)cc3)c(=O)c2S1 (stereo unspecified),-41%[inhibitor],11%,?,1.1%
CCCCN=C(C)c1c(O)c2ccccc2oc1=O,-18%,-12%,-14%,-4.7%
O=C(NCc1ccc2c(c1)OCO2)c1ccc2c(c1)N(Cc1ccccc1F)C(=O)c1ccccc1S2=O (stereo unspecified),-11%[10.9 µM],15%,-16%,?
Cn1cnc(S(=O)(=O)N2CCC(C(=O)NCc3ccccc3)CC2)c1,-4%[10.9 µM],-3%,-3%,-0.6%
O=C(CN1CCN(Cc2ccccc2Cl)C1=O)N1CCCCCC1,-13%,9%,-13%,-0.2%
Cc1cccc2sc(N(Cc3cccnc3)C(=O)COc3ccccc3)nc12,13%[10.9 µM],-4%,-20%,?
CCc1nn2c(N3CCOCC3)cc(C)nc2c1-c1ccc(F)cc1,-14%,6%,-7%,-0.4%
O=C(Nc1ccc2c(c1)OCCO2)c1ccncc1,-73%[inhibitor],-19%,-14%,-2.4%
COc1cc(NC(=O)c2cc(-c3ccc4c(c3)OCO4)on2)cc(OC)c1OC,-7%[10.9 µM],-1%,-6%,2.6%
O=C1c2ccccc2C(=O)N1CC1c2ccccc2CCN1S(=O)(=O)c1cnc[nH]1 (stereo unspecified),-3%,-7%,-15%,-1.4%
COc1ccc(CCN2C(=O)CC(Sc3ncccc3C(=O)O)C2=O)cc1OC (stereo unspecified),1%,8%,10%,-3.6%
Cc1nc(NC2=NCN(CCc3ccccc3)CN2)nc2c(C)cccc12,-16%,-1%,-3%,1.2%
CC(=O)Nc1cccc2c1C(=O)NC2=O,-1%,5%,7%,0.4%
CCOC(=O)N1CCC(N2CC34C=CC(O3)C(C(=O)O)C4C2=O)CC1 (stereo unspecified),11%,2%,0%,0.8%
O=c1[nH]c2cc3c(cc2cc1CN(CC1CCCO1)S(=O)(=O)c1ccc(Cl)cc1)OCCO3 (stereo unspecified),-10%,0%,5%,-2.7%
Cc1cccc(C)c1Nc1c(-c2ccc(Cl)s2)nc2ncccn12,-7%[10.9 µM],-8%,?,?
Cc1ccccc1Nc1c(-c2cccnc2)nc2cccc(C)n12,7%[10.9 µM],-1%,-18%,?
COc1ccc(C)cc1NC(=O)C(=O)NCC(c1cccnc1)N1CCN(c2ccccc2F)CC1 (stereo unspecified),-13%[10.9 µM],-12%,?,?
N=C(N)SCc1ccc(Cl)cc1Cl (tested in a mixture with another compound),-9%[10.9 µM],-7%[9.22 µM],1%[9.22 µM],8.8%[11.4 µM]
C=CCSc1ncccc1C(=O)O,-5%,6%,12%,0.2%
CCOC(=O)c1cnn(CCOC(=O)c2cccs2)c1NC(=O)c1cccs1,-8%,14%,4%,0.1%
Cn1cccc1C(=O)N1CCC2(CC1)CN(c1ccncc1)C2,.,-18%,-3%,-3.1%[11.4 µM]
COc1cc(C2CC(=O)Nc3ccc4ccccc4c32)ccc1OC(=O)C(C)C (stereo unspecified),-9%[10.9 µM],9%,7%,?
COc1ccccc1CNC(=O)Cn1c(=O)nc(-c2ccccc2)c2ccccc21,8%[10.9 µM],0%,3%,?
CCOC(=O)CN1C(=O)C(O)(c2c(C)[nH]c3ccccc23)c2ccccc21 (stereo unspecified),12%,-2%,1%,3.2%
O=C(CCCC(=O)N(CC(=O)NC1CCCC1)Cc1ccccc1Cl)Nc1ccccn1,8%,23%,-21%,2.1%
Cn1c(=O)c2c(SCC(=O)N3CCc4ccccc43)nc(-c3cccc(F)c3)nc2n(C)c1=O,12%[10.9 µM],68%[activator],-6%,0.1%
COc1ccc(/C(N)=C/C(=O)C(C)(C)C)cc1,-13%,-1%,-5%,-2.4%
NC(=O)c1nn2c(C(F)(F)F)cc(-c3ccc(Br)cc3)nc2c1Cl,-8%[10.9 µM],-1%,1%,0.1%
c1ccc(Cn2nnnc2C(c2cccnc2)N2CCN(C3CCCCC3)CC2)cc1 (stereo unspecified),.,-7%,-3%,0.7%
Oc1cccc(C(=S)N2CCN(Cc3ccccc3)CC2)c1,-16%,5%,1%,2.2%
CSC1=NCCN1C(=O)c1ccc(S(=O)(=O)N2CCCC2)cc1,-7%,0%,4%,-2.1%
CC1=C(SCCC#N)S/C(=C2\SC(C)=C(SCCC#N)S2)S1,-29%,1%,-3%,0.9%
CC(=O)N1CCc2cc(S(=O)(=O)CCC(=O)NCc3ccc4c(c3)OCO4)ccc21,-4%,-3%,3%,-0.8%
O=C(CSc1nc2c(oc3ccccc32)c(=O)[nH]1)Nc1cccc(Cl)c1,13%[10.9 µM],10µM*,7.9µM*,?
CCc1ccc(NC(=O)CSc2nc(-c3cccc(OC)c3)nc3c2Cc2c(CO)cnc(C)c2O3)cc1,-1%[10.9 µM],2%,3%,-3.0%
Cc1noc(C)c1-c1nccc(N(C)Cc2ccco2)n1,-6%,9%,-3%,4.3%[11.4 µM]
CCOc1ccccc1Nc1ccc2cc(S(=O)(=O)N3CCCCC3)ccc2n1,-17%[10.9 µM],34%[activator],?,?
Cc1ccc(CSc2nc(=O)c3c(C)cc(C)nc3n2C2CC2)cc1,-6%[10.9 µM],-11%,15%,?
Cc1c(N(C(=O)c2cc(=O)[nH]c3ccccc23)C(C)C)c(=O)n(-c2ccccc2)n1C,-10%,-1%,3%,1.0%
CCc1ccc(S(=O)(=O)c2cn(Cc3ccccc3F)c3cc(OC)c(OC)cc3c2=O)cc1,10%[10.9 µM],1%,-4%,?
Cn1nc(-c2ccc(C(=O)Nc3ccc(F)cc3)cc2)c2ccccc2c1=O,-5%[10.9 µM],?,?,?
COc1ccccc1CN(C)C(=O)C1COc2ccccc2O1 (stereo unspecified),-21%,0%,-4%,-0.7%
CCOc1ccc2nc(Cl)c(C3CC(c4ccc(C)cc4)=NN3C(=O)CCC(=O)O)cc2c1 (stereo unspecified),-10%[10.9 µM],10%,8%,?
N[C@H](CO)Cc1cnc[nH]1,2%,2%,-7%,.

# Six records picked at random from those above, as already listed:
structure,Imprint erasure,p53ts 32C tox,p53ts 39C tox,IkB signaling
CCc1ccc(S(=O)(=O)c2cn(Cc3ccccc3F)c3cc(OC)c(OC)cc3c2=O)cc1,10%[10.9 µM],1%,-4%,?
N[C@H](CO)Cc1cnc[nH]1,2%,2%,-7%,.
Cc1ccc(CSc2nc(=O)c3c(C)cc(C)nc3n2C2CC2)cc1,-6%[10.9 µM],-11%,15%,?
CCc1ccc(NC(=O)CSc2nc(-c3cccc(OC)c3)nc3c2Cc2c(CO)cnc(C)c2O3)cc1,-1%[10.9 µM],2%,3%,-3.0%
Cn1nc(-c2ccc(C(=O)Nc3ccc(F)cc3)cc2)c2ccccc2c1=O,-5%[10.9 µM],?,?,?
Cc1noc(C)c1-c1nccc(N(C)Cc2ccco2)n1,-6%,9%,-3%,4.3%[11.4 µM]

# Later entries:
structure,Imprint erasure,p53ts 32C tox,p53ts 39C tox,IkB signaling
COc1ccc(OCC(=O)N(Cc2cccs2)c2ccc(OC)cc2)cc1,-9%[10.9 µM],-6%,-13%,?
CCOC(=O)c1c(C)n(-c2ccccc2)c2ccc(OC(=O)c3cccc(Cl)c3)cc12,-11%[10.9 µM],10%,-14%,-2.3%
CCCSc1nnc(CNC(=O)C23CC4CC(CC(C4)C2)C3)n1Cc1ccccc1,.,27%,4%,.
CC(=O)c1ccc(NC(=O)CSc2nnc(NC(=O)CN3CCOCC3)s2)cc1,11%,-2%,-12%,0.5%
CN(C)C(=O)N1CCC(C(=O)NCc2ccccc2)CC1,11%,4%,8%,-1.1%
CCc1cccc(NC(=O)Cn2nc(CC)n3c(cc4cc(C)ccc43)c2=O)c1,13%[10.9 µM],-8%,25µM*,6.4%

# The order is random (roughly 1.7% active in at least one column).
